Screens as filed in PubChem BioAssay.
BAZ2B block – blocks human BAZ2B; Q9UIF8; AlphaScreen BAZ2B-H3K14Ac peptide displacement; Potency, µM (top dose mostly 114 µM), for inactives: at the highest dose activity change, negative = inhibition, hits mostly inhibitors; 360,000 tested, 4.4% active; AID 504333; also: % is scaled to controls: 0 for no effect and ±100 for the full control effect; nearly all actives have a fitted effect of over 60% in size
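Protein-peptide AlphaScreen: BAZ2B 50 nM, b-H3K14Ac 50 nM, 1x PBS pH 7.4 + 0.01% Tween-20. Preincubation 30 min RT; cpd 30 min RT (top 110 uM); beads 20 min RT, light-protected.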
POLK inh – inhibitors of human DNA polymerase kappa. Q9UBT6. purified Pol kappa, fluorescent DNA synthesis assay, 10 min. Potency, µM (highest dose often 107 µM), for inactives: top-dose activity, negative = inhibition, actives largely listed as inhibitors. 400,000 tested, 0.53% active. AID 588579; also: % is scaled to controls: 0 for no effect and ±100 for the full control effect
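First, compounds were pin-transferred onto 10 nM Pol kappa. After 15 min at room temperature, substrate was added to 50 nM final. Fluorescence was then measured kinetically at 0 and 10 min.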
Pol eta inh – DNA polymerase eta (human) inhibition; 390,000 tested, 1.2% active; Q9Y253; recombinant Pol eta, fluorescent DNA replication assay; Potency, µM (doses to about 114 µM), for the others: at the top dose activity change, negative = inhibition, most hits filed as inhibitors; also: % is scaled to controls: 0 for no effect and ±100 for the full control effect
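Pol eta (10 nM) was preincubated with compounds for 15 min at room temperature, after which fluorescent replication substrate (50 nM final) was added to start the reaction. Fluorescence was read kinetically at 0 and 10 min.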
JMJD2A Tudor inh – JMJD2A Tudor domain (human) inhibition; 390,000 tested, 4.4% active; Potency, µM (highest dose often 114 µM), for inactives: at the highest dose activity change, negative = inhibition, actives largely listed as inhibitors; O75164; AlphaScreen JMJD2A-Tudor / H3K4me3 peptide binding; also: % is scaled to controls: 0 for no effect and ±100 for the full control effect; nearly all actives have a fitted effect of over 50% in size
Target sequence (O75164 whole entry, looked up, the tested form may be a part): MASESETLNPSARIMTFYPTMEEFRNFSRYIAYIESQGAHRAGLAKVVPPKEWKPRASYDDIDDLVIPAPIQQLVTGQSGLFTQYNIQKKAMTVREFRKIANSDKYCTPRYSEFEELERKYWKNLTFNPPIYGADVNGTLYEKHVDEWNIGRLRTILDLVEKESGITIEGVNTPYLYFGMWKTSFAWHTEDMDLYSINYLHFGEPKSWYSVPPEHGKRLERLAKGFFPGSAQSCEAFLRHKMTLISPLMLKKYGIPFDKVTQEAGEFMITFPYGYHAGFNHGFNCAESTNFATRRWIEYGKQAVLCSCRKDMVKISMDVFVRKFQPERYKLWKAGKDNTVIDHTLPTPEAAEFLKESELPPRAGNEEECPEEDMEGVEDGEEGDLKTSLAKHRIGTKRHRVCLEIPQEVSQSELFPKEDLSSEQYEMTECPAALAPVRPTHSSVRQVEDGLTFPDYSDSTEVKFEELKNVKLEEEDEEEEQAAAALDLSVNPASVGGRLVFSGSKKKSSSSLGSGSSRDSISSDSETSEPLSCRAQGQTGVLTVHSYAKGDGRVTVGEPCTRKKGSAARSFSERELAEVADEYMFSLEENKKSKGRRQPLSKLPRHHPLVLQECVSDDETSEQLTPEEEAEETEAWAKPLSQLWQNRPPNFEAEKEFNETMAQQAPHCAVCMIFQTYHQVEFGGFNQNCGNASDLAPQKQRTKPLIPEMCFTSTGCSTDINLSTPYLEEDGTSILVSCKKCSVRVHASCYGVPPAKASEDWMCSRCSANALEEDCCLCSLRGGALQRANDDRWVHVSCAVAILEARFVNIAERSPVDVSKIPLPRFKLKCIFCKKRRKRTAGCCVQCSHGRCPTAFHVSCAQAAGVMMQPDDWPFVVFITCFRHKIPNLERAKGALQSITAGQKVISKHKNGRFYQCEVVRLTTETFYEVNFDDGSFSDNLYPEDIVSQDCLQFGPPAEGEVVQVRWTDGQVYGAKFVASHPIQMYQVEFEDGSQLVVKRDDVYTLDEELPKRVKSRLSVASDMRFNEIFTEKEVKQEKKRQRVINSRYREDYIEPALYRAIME
G9a block – blocks human histone lysine methyltransferase G9a; Q96KQ7; G9a H3K9 monomethylation, AlphaScreen, 2 h; Potency, µM (titrated, usually from 102 µM), inactives show at the highest dose activity, negative = inhibition, usual class: inhibitors; 350,000 tested, 8.8% active; also: % is scaled to controls: 0 for no effect and ±100 for the full control effect; nearly all actives have a fitted effect of over 75% in size
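G9a (20 nM) was preincubated 15 min with compound, then reacted 2 h at room temperature with 500 nM biotin-H3K9 peptide and 20 µM SAM. Monomethyl-H3K9 detected by AlphaScreen using anti-H3K9me1 antibody.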
POLI inh – inhibitors of human DNA polymerase iota | Q9UNA4 | Pol iota fluorescent replication assay, 10 min | Potency, µM (series often up to 115 µM), without a hit: top-dose activity, negative = inhibition, actives largely listed as inhibitors | 390,000 tested, 1% active | AID 588590
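Fluorescent replication assay read twice, at 0 min and 10 min after adding 50 nM (final) substrate. Enzyme (10 nM) and compounds were first incubated 15 min at room temperature; enzyme-free buffer wells were negative controls.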
APE1 inh – blocks human APE1 abasic DNA cleavage. 350,000 tested, 0.35% active. recombinant APE1, TAMRA/BHQ-2 abasic DNA cleavage fluorescence. Potency, µM (titrated, usually from 65.8 µM), for the others: at the highest dose activity change, negative = inhibition, actives largely listed as inhibitors;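 also: plate controls were vehicle for no effect and reference inhibitor for full effect; nearly all actives have a fitted effect of over 55% in size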
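Incision of a quenched TAMRA/BHQ-2 THF abasic-site duplex (50 nM) by 0.75 nM APE1, after 15 min compound preincubation, measured as fluorescence increase over three 60 s reads. Values normalized to buffer, DMSO and NSC13755 control wells.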
POLB inh – inhibitors of human DNA polymerase beta | P06746 | Pol beta primer extension/strand displacement, fluorescence kinetic | Potency, µM (top dose mostly 114 µM), for inactives: at the highest dose activity change, negative = inhibition, actives largely listed as inhibitors | 340,000 tested, 1.3% active | AID 485314; also: % is scaled to controls: 0 for no effect and ±100 for the full control effect
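10 nM enzyme + cpd, 15 min RT; start with substrate 50 nM final; read 0 min and after 10 min RT. Corrected, normalized data; 4-parameter Hill curve fit.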
BLM inh – blocks DNA unwinding by human BLM helicase | recombinant BLM DNA unwinding, fluorescence dequenching | Potency, µM (top dose mostly 56.1 µM), for the others: at the highest dose activity change, negative = inhibition, actives largely listed as inhibitors | P54132 | AID 2528 | 350,000 tested, 0.2% active;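 also: plate controls were vehicle for no effect and no enzyme for full effect; nearly all actives have a fitted effect of over 35% in size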
An asterisk follows results filed as active; u = inconclusive; x = no result given; [ ] = another dose, or the depositor's remark. Calls follow the shape of the dose curve; as a rule, active = well fitted curve in the direction sought with a large enough effect; inconclusive = small, poorly fitted or top-dose-only effect, or another doubt; inactive = no such curve, though single readings can be large; an effect the other way counts as inactive or inconclusive. Potency is read from the fitted curve at half-maximal effect. A portion of the library; count on the stated rates, not on these rows.

The opening 6 entries, to show the layout:
#	Molecule	BAZ2B block	POLK inh	Pol eta inh	JMJD2A Tudor inh	G9a block	POLI inh	APE1 inh	POLB inh	BLM inh
1	COc1ccc(C(=O)NCCc2c[nH]c3ccccc23)cc1S(=O)(=O)N1CCCCC1C (configuration not stated)	-39%	-11%	-17%	u	2.8µM*	9%	-9%	x	x
2	CN(C(=O)CC1C(=O)NCCN1Cc1cccc(F)c1F)C1CC(C)(C)NC(C)(C)C1 (configuration not stated)	-4%	-4%	-4%	-8%	33%	20%	19%	-3%	-4%
3	O=C(Cc1nnc(NC(=O)c2ccccc2)s1)N/N=C/c1cccc(O)c1	2%	-2%	-9%	-19%	x	21%	2%	3%	3%
4	CCOC(=O)c1nc(SC)n(C)c1C(=O)OCC	1%	1%	-14%	4%	-4%	44%[activator]	-4%	93%	-2%
5	CCn1c(=NC(=O)c2ccc(S(=O)(=O)N3CCCCC3)cc2)sc2cccc(OC)c21	11%	-2%	-18%	21%	97%[activator][59 µM]	5%	x	-3%	-1%
6	Cn1c(=O)nc2n(-c3ccc(Br)cc3)c3cccc(Cl)c3cc-2c1=O	x	2%	5%	8%	-7%[59 µM]	9%	x	-4%	-4%

Main list (from the top)
#	Molecule	BAZ2B block	POLK inh	Pol eta inh	JMJD2A Tudor inh	G9a block	POLI inh	APE1 inh	POLB inh	BLM inh
1	COc1ccc(C(=O)NCCc2c[nH]c3ccccc23)cc1S(=O)(=O)N1CCCCC1C (configuration not stated)	-39%	-11%	-17%	u	2.8µM*	9%	-9%	x	x
2	CN(C(=O)CC1C(=O)NCCN1Cc1cccc(F)c1F)C1CC(C)(C)NC(C)(C)C1 (configuration not stated)	-4%	-4%	-4%	-8%	33%	20%	19%	-3%	-4%
3	O=C(Cc1nnc(NC(=O)c2ccccc2)s1)N/N=C/c1cccc(O)c1	2%	-2%	-9%	-19%	x	21%	2%	3%	3%
4	CCOC(=O)c1nc(SC)n(C)c1C(=O)OCC	1%	1%	-14%	4%	-4%	44%[activator]	-4%	93%	-2%
5	CCn1c(=NC(=O)c2ccc(S(=O)(=O)N3CCCCC3)cc2)sc2cccc(OC)c21	11%	-2%	-18%	21%	97%[activator][59 µM]	5%	x	-3%	-1%
6	Cn1c(=O)nc2n(-c3ccc(Br)cc3)c3cccc(Cl)c3cc-2c1=O	x	2%	5%	8%	-7%[59 µM]	9%	x	-4%	-4%
7	CCCC(=O)N=c1sc2c(OC)ccc(OC)c2n1C	3%	-19%	-15%	-12%	0%	45%[activator]	31%	4%	-2%
8	COC(=O)c1sccc1-c1ccc(C(=O)Nc2cccc(Cl)c2)o1	u	-29%	u	u	48%[59 µM]	u	-2%	14µM*	-16%
9	COc1ccc(CC(=O)n2c(CC#N)nc3ccccc32)cc1OC	-38%	-3%	-4%	-17%	46%[0.501 µM]	-10%	2%	44%	-11%
10	O=C(NNC(=O)c1ccccc1F)c1ccc(NS(=O)(=O)c2ccc(F)cc2)cc1	7%	-5%	-1%	-14%	-9%	24%	6%	x	x
11	COc1ccc(-c2nn3c(-c4ccc(OC)cc4)nnc3c3ccccc23)cc1	0%	4%	-9%	5%	17%[59 µM]	23%	x	-1%	-7%
12	CCOc1ccccc1C(=O)NCC(=O)NNC(=O)CN(C)S(=O)(=O)c1ccc(Cl)cc1	4%	-1%	-21%	-6%	-36%[12.7 µM]	-4%	47%[activator]	x	x
13	COc1cc(-c2nc3ccc(C)cn3c2Nc2ccc3c(c2)OCCO3)ccc1O	14µM*	-17%	-27%	u	22µM*	155%[activator]	-1%	1%	-20%
14	Cc1ccc(N2CC(NC(=O)C(=O)c3c[nH]c4ccccc34)CC2=O)cc1 (configuration not stated)	-2%	-10%[60.1 µM]	-9%	-9%	5%[59 µM]	0%	x	-2%	-4%
15	Cc1ccc(C)c(N2CCN(C(=O)CCCn3c(=S)[nH]c4cc5c(cc4c3=O)OCO5)CC2)c1	5%	-18%	9%	-15%	16%[59 µM]	1%	-2%	-8%	-5%
16	O=C(NCCc1cccc(Cl)c1)c1cccc(-n2cnnn2)c1	-1%	1%	-21%	-3%	45µM*	13%	7%	x	x
17	Cc1ncc([N+](=O)[O-])n1CCOC(=O)NC(NCc1cccnc1)C(Cl)(Cl)Cl (configuration not stated)	-1%	-5%[60.1 µM]	-2%	-27%	11%	14%	4%	17%	0%
18	Cc1ccc(CNC(=O)c2cc(-c3ccc(C)c(C)c3)nc3ccccc23)cc1	1%	4%[60.1 µM]	-19%	-5%	5%[59 µM]	3%	x	-9%	2%
19	CCc1cccc(C)c1NC(=O)C1CCN(S(=O)(=O)c2cccc3nonc23)CC1	-3%	u	-1%	-12%	-4%[59 µM]	89µM*	x	u	-5%
20	Cc1nc2ccc(S(=O)(=O)NC(C(=O)Nc3nc4ccc(Cl)cc4s3)C(C)C)cc2s1 (configuration not stated)	-3%	2%	-4%	-17%	u	u	-1%	3%	-12%
21	c1ccc(N2CCN(Cc3nnc(-c4ccc5c(c4)OCO5)o3)CC2)cc1	-21%	-21%	-17%	5%	-1%[59 µM]	26%	x	-16%	-2%
22	Cn1c(Cn2c(=O)sc3ccccc32)nnc1SCc1ccccn1	6%	-13%	-8%	-4%	3%	6%	-3%	29%	5%
23	CSc1nnc(CNS(=O)(=O)c2ccc(Cl)cc2)n1C	-6%	-12%	-7%	-13%	0%	-14%	0%	17%	4%
24	O=C(Nc1ccc(Cl)cc1)c1cccs1	-7%	-6%	u	4%	23%[59 µM]	1%	7%	3%	-4%
25	Fc1ccc(C2CCCCN2Cc2nc(CC3CC3)no2)cc1 (configuration not stated)	27%	-7%	-28%	51%[activator]	105%[activator]	61%[activator]	3%	-11%	-6%
26	Cc1cc(N2CCN(C3CCCCC3)CC2)nc2cccc(O)c12	-7%	0%	-5%	u	u	-28%	4%	26%	-11%
27	CCCCn1c(N)c(N(CC(C)C)C(=O)C2CCCN(C(=O)c3ccc(Cl)cc3)C2)c(=O)[nH]c1=O (configuration not stated)	-4%	4%	-18%	-10%	u	23%	-3%	x	x
28	COc1ccc(Cn2ccnc2SCC(=O)Nc2ccccc2OC)cc1	u	-3%	-18%	u	45µM*	9%	26%	26%	-3%
29	CCc1cc(C(=O)Nc2cc(S(=O)(=O)N(C)C)ccc2C)sc1C	x	-8%	-7%	-12%	10%	-1%	-4%	-5%	1%
30	COc1ccccc1Nc1cc(C(=O)NCCCN(C)C2CCCCC2)c2ccccc2n1	x	8%	-12%	-23%	10%[59 µM]	10%	x	8%	1%
31	CCC(C(=O)NC1CCCC1)N(C(=O)c1snc(C(N)=O)c1N)c1ccc(OC)cc1 (configuration not stated)	6%	5%	-8%	-8%	2%[59 µM]	-28%	14%[12.4 µM]	1%	-4%
32	COc1ccc2ccn(S(=O)(=O)c3ccccc3)c2c1	45%[activator]	1%	-7%	107%[activator]	119%[activator]	161%[activator]	23%	17%	-16%
33	NC(=O)COc1ccc(NS(=O)(=O)Cc2ccccc2)cc1	-38%	2%	-19%	3%	x	101%[activator]	-3%	61%	-2%
34	O=C(COC(=O)c1cccc(S(=O)(=O)NCc2ccccc2)c1)NC1CC1	x	-3%	-17%	7%	x	-16%	13%	x	x
35	O=C(CCS(=O)(=O)c1ccc(Br)cc1)N1CCN(c2ccc(Cl)cc2)CC1	3%	-3%	-17%	-13%	11%[59 µM]	16%	-4%	27%	-4%
36	Cc1cc(N2CCCC2)c(F)cc1/C=C\[N+](=O)[O-]	-1%	-2%	-12%	-8%	u	u	-9%	0%	-3%
37	Cc1ccc(C2=NNC3(CCOC(C)(C)C3)S2)cc1 (configuration not stated)	-36%	3%	-16%	u	28µM*	26%	-2%	-29%	-3%
38	O=C(Oc1c(-c2ccccc2)c(=O)n2c3c(cccc13)CC2)c1ccco1	-7%	-5%	0%	-5%	5%	25%	-3%	-1%	1%

Compound profiles, from the list above:
`Cc1ccc(C2=NNC3(CCOC(C)(C)C3)S2)cc1` (configuration not stated) is entered as BAZ2B block = -36%; POLK inh = 3%; Pol eta inh = -16%; JMJD2A Tudor inh = u; G9a block = 28µM*; POLI inh = 26%; APE1 inh = -2%; POLB inh = -29%; BLM inh = -3%
`NC(=O)COc1ccc(NS(=O)(=O)Cc2ccccc2)cc1` is entered as BAZ2B block = -38%; POLK inh = 2%; Pol eta inh = -19%; JMJD2A Tudor inh = 3%; G9a block = x; POLI inh = 101%[activator]; APE1 inh = -3%; POLB inh = 61%; BLM inh = -2%
